Screens: PubChem BioAssay, NCI
All columns: NCI-60 one-dose screen, growth in % after 48 h at 10 µM unless noted; 100 = growth as untreated, 0 = no growth, -100 = all killed.
NCI-H322M: NCI-H322M lung cancer | AID 1794733 | actives 2.7% (n = 80,000)
TK-10: TK-10 renal cancer cells | actives 3.9% (n = 81,000) | AID 1794769
ACHN: ACHN renal cancer. actives 4.9% (n = 81,000). AID 1794771
NCI-H460: NCI-H460 lung cancer. actives 6.8% (n = 82,000). AID 1794736
RXF 393: RXF 393 renal cancer cells; actives 6.9% (n = 77,000)
UO-31: UO-31 renal cancer; actives 5.2% (n = 81,000)
CAKI-1: CAKI-1 renal cancer; AID 1794772; actives 4.7% (n = 75,000)
786-0: 786-0 renal cancer cells | actives 5.1% (n = 81,000) | AID 1794775
NCI-H522: NCI-H522 lung cancer; actives 8% (n = 78,000); AID 1794739
An asterisk follows results filed as active; nt = not tested or not shown; & = joins results of further samples; ! = a repeat was not active. Rule for the calls: active = growth percent below 10; inactive = the rest.

SMILES | NCI-H322M | TK-10 | ACHN | NCI-H460 | RXF 393 | UO-31 | CAKI-1 | 786-0 | NCI-H522
Cc1cc(C)on1 | 111 | 103 | 104 | 116 | 101 | 85 | 98 | 101 | 107
O=C(O)C1C2C=CC(C2)C1C(=O)O (stereo not drawn) | 104&39&99 | 106&32&91 | 98&34&111 | 105&14&104 | 97&39&116 | 94&97&88 | 7.8*! | 104&28&105 | 102&87
O/N=C(/CSc1nnc(-c2cc(-c3ccccc3)nc3ccccc23)o1)c1ccccc1 | 93 | 99 | 100 | 90 | 116 | 78 | nt | 95 | 72
Nc1ccc2ccc(NS(=O)(=O)N3CCCCC3)cc2c1 | 51 | 47 | 57 | 7.6* | 51 | 65 | 43 | 31 | 47
O=C(Nc1ccc(N=Nc2ccc(S(=O)(=O)O)cc2)cc1)c1ccc(N=Nc2cc(S(=O)(=O)O)c3ccccc3c2O)cc1 | 108 | 126 | 98 | 108 | 102 | 76 | 101 | 111 | 72
CCC(O)C(F)(F)C(F)(F)F (stereo not drawn) | 107 | 111 | 110 | 105 | 105 | 101 | 97 | 105 | 110
CCCC1N[C@H](C(=O)O)CS1 (stereo partly drawn) | 103 | 91 | 97 | 107 | 105 | 91 | 98 | 103 | 85
CCOC(=O)c1ccc(C(C)(C)C)cc1 | 101 | 103 | 110 | 109 | 118 | 90 | 101 | 104 | 105
CC(C)(C)c1ccc(S(=O)(=O)Oc2ccc(NC(=O)c3ccc4ccccc4c3)cc2)cc1 | 83 | nt | 67 | 71 | 86 | 77 | 86 | 72 | 43
OC(c1cccc2ccccc12)c1nccn1Cc1ccccc1 (stereo not drawn) | 109 | 115 | 106 | 95 | 111 | 68 | 89 | 98 | 95
O=C1OC(=O)C2C1CC1C(=O)OC(=O)C12 (stereo not drawn) | 103 | 107 | 102 | 105 | 105 | 86 | 91 | 105 | 99
c1ccc(CCCNCCc2ccccc2)cc1 | 100 | 95 | 104 | 102 | nt | 83 | 104 | 103 | 97
COc1ccc(C(OC(C)=O)OC(C)=O)cc1OC(C)=O | nt | 107 | 113 | 107 | 96 | 88 | 102 | 108 | 102
Cc1ccc(OC(=O)c2ccccc2)cc1C | 116 | 111&95 | 115&96 | 114&101 | 120&110 | 97&91 | 108&99 | 104&100 | 100&97
CCN(CC)CCCC(C)Nc1ccccc1[N+](=O)[O-] (stereo not drawn) | 115 | 87 | 96 | 107 | 102 | 70 | 110 | 104 | 87
Cc1cc(C)c(C(=O)CC(=O)c2cccnc2)c(C)c1 | 59 | 79 | 48 | 33 | 60 | 48 | 18 | 59 | 79
CC(CN1CCCCC1)C(=O)c1ccccc1 (stereo not drawn) | 102 | 97 | 107 | 105 | 112 | 92 | 101 | 105 | -57*
Cc1nn(-c2ccccc2)c2nc3c(nc12)C(=O)CC(C)(C)C3 | 98 | 119 | 104 | 111 | 123 | 83 | 105 | 97 | 89
CC(C)(C)CC(C)(C)Nc1c(-c2c(O)c3ccccc3oc2=O)nc2ccc(Cl)cn12 | 93 | 105 | 101 | 96 | 98 | 90 | 99 | 100 | 83
CC(=O)c1cc(O)c(O)cc1O | 109 | 113 | 102 | 110 | 118 | 98 | 104 | 111 | 96
COCCNC1=C(Cl)C(=O)c2ccccc2C1=O | 113 | 138 | 104 | 95 | 105 | 115 | 116 | 114 | 96
O=C(Cn1nnnc1-c1ccn(-c2ccc(Br)cc2)n1)c1cc2ccccc2oc1=O | 84 | 99 | 74 | 77 | 96 | 58 | 60 | 76 | 71
C/C(=N\C(=N)N)c1nc2ccccc2n1CCBr | 105 | 131 | 104 | 115 | 127 | 62 | 99 | 116 | 92
NC(=Nc1ccccc1)C(N)=Nc1ccccc1 | 104 | 103 | 97 | 95 | 114 | 85 | nt | 95 | 82
CC(C)N(CCCC#N)C(C)C | 104 | 104 | 98 | 105 | 103 | 86 | 95 | 100 | 108
CCc1ccc(Oc2cn[nH]c2-c2ccc(OCc3ccc(Cl)cc3)cc2O)cc1 | 98 | 98 | 107 | 91 | 103 | 70 | 94 | 111 | 62
O=C1[C@H]2Cc3c([nH]c4ccccc34)[C@H](c3ccc(Cl)cc3)N2C(=O)CN1C1CCN(Cc2c(Cl)cccc2Cl)CC1 | 97 | 101 | 73 | 68 | 54 | 48 | 42 | 66 | 75
O=C(NC1C(O)OC(CO)C(O)C1O)NS(=O)(=O)c1ccc(CCNC(=O)c2ccc(Cl)cc2)cc1 (stereo not drawn) | 105 | 100 | 105 | 103 | 108 | 89 | 92 | 103 | 89
Cc1ccc2c(c1C)N1OC(C2)C[C@H]1c1cccc2ccccc12 (stereo partly drawn) | 79 | 71 | 97 | 107 | 84 | 55 | 73 | 88 | 77
O=C(O)CNCc1ccc(Cl)cc1 | 97 | 100 | 107 | 108 | 113 | 92 | 94 | 103 | 99
O=C(O)C(Cc1c[nH]c2ccc(O)cc12)NCC1(O)OCC(O)C(O)C1O (stereo not drawn) | 99 | 91 | 98 | 113 | 93 | 86 | 89 | 101 | 81
CCc1c(C)nc2[nH]ncn2c1=O | 108 | 102 | 95 | 97 | 98 | 75 | 90 | 104 | 101
N#Cc1cccc(CN2CCc3ncn(Cc4ccc(Cl)cc4)c(=O)c3C2)c1 | 43 | 38 | 30 | 14 | 14 | 26 | 11 | 43 | 17
Cc1nn(-c2ccccc2)c2ncn(CC(=O)Nc3ccc(C(=O)N[C@@H](CCC(=O)O)C(=O)O)cc3)c(=O)c12 | 93 | 93 | 99 | 106 | 96 | 88 | 88 | 92 | 98
CCOC(=O)C1=NN(c2ccccc2)C(=O)C1 | 100&111 | 107&108 | 110&96 | 111&104 | 122&116 | 92&73 | 99 | 106&85 | 90&47
Cc1nnc(NS(=O)(=O)c2ccc(NC3=C(Cl)C(=O)c4ncccc4C3=O)cc2)s1 | 117 | 133 | 100 | 107 | nt | 56 | 96 | 111 | 94
COc1ccc(C2C(C#N)=C(N)Oc3c2c(=O)n(C)c(=O)n3C)cc1 (stereo not drawn) | 94 | 113 | 105 | 109 | 113 | 88 | 111 | 106 | 91
Nc1c(C(=O)Nc2ccccc2)cc(-c2nc3ccccc3s2)c(=O)n1NS(=O)(=O)c1ccc(Cl)cc1 | 95 | 158 | 98 | 102 | 105 | 82 | 86 | 101 | 90
C[C@H]1CC2C3CCC4=CC(=O)C=C[C@]4(C)[C@@]3(F)[C@@H](O)C[C@]2(C)[C@@]1(O)C(=O)COP(=O)(O)O (stereo partly drawn) | 105 | 126 | 92 | 92 | 123 | 82 | 86 | 114 | 123
COc1ccc(Oc2ccc(C3CC(c4ccc(OC)c(OC)c4)=NN3)cc2)cc1 (stereo not drawn) | 89 | 85 | 79 | 73 | 90 | 71 | 84 | 85 | 61
COc1cccc(-n2cc(-c3nc4ccccc4c(=O)[nH]3)nn2)c1 | 103 | 115 | 104 | 105 | nt | 94 | 101 | 101 | 92
CCCCCC(C)(O)C(C(=O)O)c1ccccc1 (stereo not drawn) | 104 | 104 | 96 | 109 | 110 | 95 | 100 | 99 | 95
O=c1nc(Nc2cccc(Cl)c2)oc2cc(Cl)oc(=O)c12 | 108 | 98 | 81 | 99 | 43 | 48 | 80 | 85 | 26
CC1=C(c2cc(-c3ccccc3O)c(C#N)c(N)n2)C(c2ccccc2)NC(=S)N1 (stereo not drawn) | 98 | 115 | 105 | 107 | nt | 70 | 100 | 103 | 99
O=C1CCC(=O)N1CCO | 102 | 98 | 94 | 120 | 120 | 84 | 93 | 104 | 92
O=C1CN(CCO)C(=O)C2CC(O)Cc3cc(Cl)ccc3C12 (stereo not drawn) | 107 | 97 | 105 | 101 | 121 | 90 | 95 | 94 | 92
CCOC(=O)c1nn(C2CCCCO2)c2ccc(NC(=O)CSc3nc4ccccc4s3)cc12 (stereo not drawn) | 93 | 117 | 97 | 100 | 93 | 91 | 87 | 99 | 95
COc1ccc(/C(CSc2nc3[nH]c(=O)n(C)c(=O)c3[nH]2)=N\O)cc1 | 104 | 97 | 103 | 104 | nt | 89 | 91 | 104 | 95
O=C(Cn1nc(N2CCCCC2)ccc1=O)N1CCOCC1 | 104 | 95 | 98 | 109 | 110 | 84 | 102 | 97 | 100
O=C1NC(=Nc2ccc(F)cc2)/C(=C/N2N=C(c3ccc(Cl)cc3)CC2c2ccc(F)cc2)S1 (stereo not drawn) | 88 | 94 | 87 | 97 | 94 | 65 | 82 | 97 | 84
Continuation.
SMILES | NCI-H322M | TK-10 | ACHN | NCI-H460 | RXF 393 | UO-31 | CAKI-1 | 786-0 | NCI-H522
CCN(CCCc1ccccc1)CCCc1ccccc1 | 118&113 | 112&95 | 104&85 | 114&100 | 101&101 | 79&58 | 80 | 106&96 | 100&92
CCN(CC)CCOC(=O)c1c(OC)ccc(OC)c1OC | 114 | 93 | 107 | 105 | 118 | 93 | 96 | 93 | 90
Cc1cc(Nc2c3ccccc3nc3ccccc23)ccc1NS(C)(=O)=O | 34 | 56 | 9.0* | 14 | 35 | 23 | 29 | 40 | nt
CC(=O)CCC1CCC(C(C)C)CC1 (stereo not drawn) | 123 | 98 | 105 | 105 | nt | 95 | 99 | 95 | 83
COc1ccc(C/C(C)=C(/c2ccc(OCCN3CCCCCC3)cc2)c2ccc(OC(=O)Cc3ccccc3)cc2)cc1 | 97 | 98 | 103 | 105 | 116 | 87 | 97 | 101 | 86
COc1cccc(-c2nn(-c3ccccc3)cc2-c2ccnc(NCCCNC(=O)Nc3ccc(Cl)c(Cl)c3)c2)c1 | 24 | 46 | 33 | 19 | 9.7* | -34* | 24 | -39* | -37*
COc1cccc(Cn2c(-c3nonc3NC(C)=O)nc3ccccc32)c1 | 34 | 27 | 43 | 21 | -17* | 36 | 24 | 46 | -21*
CC1CCC(C(C)C)C(OC(=O)c2ccc([N+](=O)[O-])cc2)C1 (stereo not drawn) | 123 | 125 | 102 | 106 | 101 | 87 | 97 | 95 | 88
CCCCN(C=O)CCCC | 100 | 94 | 105 | 102 | 106 | 92 | 88 | 98 | 97
CCCc1cccc(CCC)c1NC(=O)Nc1cc(Cl)cc(Cl)c1 | 97 | 106 | 101 | 118 | 116 | 70 | 83 | 94 | 86

The final three records of the section before lead into the next.
SMILES | NCI-H322M | TK-10 | ACHN | NCI-H460 | RXF 393 | UO-31 | CAKI-1 | 786-0 | NCI-H522
CC1CCC(C(C)C)C(OC(=O)c2ccc([N+](=O)[O-])cc2)C1 (stereo not drawn) | 123 | 125 | 102 | 106 | 101 | 87 | 97 | 95 | 88
CCCCN(C=O)CCCC | 100 | 94 | 105 | 102 | 106 | 92 | 88 | 98 | 97
CCCc1cccc(CCC)c1NC(=O)Nc1cc(Cl)cc(Cl)c1 | 97 | 106 | 101 | 118 | 116 | 70 | 83 | 94 | 86
COc1ccc(OC)c(/C=C/c2nc(SCc3ccccc3)n(-c3ccccc3)n2)c1 | 105 | 104 | 102 | 108 | 106 | 93 | 94 | 104 | 108
C/C(Cc1ccccc1)=N/NS(=O)(=O)c1ccc([N+](=O)[O-])cc1 | nt | 102 | 92 | 115 | 111 | nt | 99 | nt | nt
NC(=O)c1ccc(N=Nc2c(O)c3ccccc3[nH]c2=O)cc1 | 124 | 160 | 94 | 106 | 178 | 67 | nt | 102 | 88
COc1ccc2nc(Cl)c(C3C(C(N)=O)=C(N)Oc4n[nH]c(C)c43)cc2c1 (stereo not drawn) | 103 | 98 | 104 | 117 | 109 | 92 | 108 | 101 | 89
COc1ccc2cc(C(=O)NCCc3ccccc3)ccc2c1OC | 101 | 99 | 108 | 103 | 120 | 88 | nt | 98 | 74
CS(=O)(=O)OCCCCCCCCCCCN1CCOCC1 | 99 | 110 | 94 | 108 | 104 | 83 | 97 | 96 | 85
O=C(CSc1nnc(-c2c[nH]c3ccccc23)n1-c1ccccc1)Nc1ccc(C(=O)/C=C/c2ccc(Br)cc2)cc1 | 92 | 98 | 78 | 104 | nt | 53 | 76 | 95 | 76
O=C(Nc1ccc(F)cc1)c1nscc1NCc1ccc2c(c1)OCO2 | 100 | 121 | 98 | 97 | 102 | 94 | 115 | 106 | 86
Cc1cc(C)c(C)c(I)c1C | 90 | 100 | 99 | 103 | 116 | 85 | 92 | 99 | 100
O=C(NNc1nc(N2CCOCC2)nc(N2CCN(C(c3ccccc3)c3ccccc3)CC2)n1)c1ccccc1 | 98 | 101 | 87 | 93 | 106 | 59 | 76 | 98 | 79
C=CCON(C)c1ccc([N+](=O)[O-])cc1[N+](=O)[O-] | 96 | 90 | 113 | 105 | 114 | 79 | 104 | 102 | 85
CC1(C)CC(=O)c2c(nn(-c3ccc(Br)cc3)c2-c2cn(-c3ccccc3)nc2-c2ccc(Cl)cc2)C1 | 94 | 132 | 91 | 102 | 116 | 80 | 64 | 97 | 85
O=C(O)/C=C/C(=O)NCCNC(=O)/C=C/C(=O)O | 87 | 91 | 109 | 105 | 116 | 84 | nt | 98 | 81
Cc1csc(/N=C(N)/N=C(\N)c2cccs2)n1 | 100 | 174 | 107 | 104 | 106 | 81 | 85 | 112 | 99
CCCCCCCCCCCCNC(C(=O)c1ccccc1)c1ccccc1 (stereo not drawn) | 103 | 108 | 102 | 106 | 98 | 90 | 94 | 95 | 93
CCOC(=O)c1c[nH]c2ccc([N+](=O)[O-])cc12 | 104 | 87 | 92 | 109 | 113 | 76 | 94 | 92 | 89

Given with tabs: part of the list above
smiles	NCI-H322M	TK-10	ACHN	NCI-H460	RXF 393	UO-31	CAKI-1	786-0	NCI-H522
C=CCON(C)c1ccc([N+](=O)[O-])cc1[N+](=O)[O-]	96	90	113	105	114	79	104	102	85
CC1(C)CC(=O)c2c(nn(-c3ccc(Br)cc3)c2-c2cn(-c3ccccc3)nc2-c2ccc(Cl)cc2)C1	94	132	91	102	116	80	64	97	85
O=C(O)/C=C/C(=O)NCCNC(=O)/C=C/C(=O)O	87	91	109	105	116	84	nt	98	81
Cc1csc(/N=C(N)/N=C(\N)c2cccs2)n1	100	174	107	104	106	81	85	112	99
